CRFBP-R2 agonist = agonists of human CRF-binding protein/CRF-R2 receptor complex; HEK293 CRF-R2/CRF-BP, calcium dye fluorescence (FLIPR); percent of saturating CRF peptide response; activation, % at 13.2 µM; 350,000 compounds, 0.46% hits; AID 588473;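 active = activation of at least 50%, plus an integration ratio under a set limit after plate pattern correction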;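 note: plate controls were neutral control wells without compound for no effect and CRF at EC100 for full effect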
CRFBP-R2 block = CRF-BP/CRF-R2 complex antagonism. 350,000 compounds, 0.59% hits. HEK293 CRF-R2/CRF-BP, CRF-induced calcium fluorescence. inhibition, % at 11.8 µM. AID 588475;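 active = inhibition of the ligand-induced calcium signal above about 50% at the single tested concentration, limit read from the data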
GalR3 antag = human GalR3 antagonism; inhibition, % at 3 µM; HEK293 GalR3-CNG cAMP membrane potential fluorescence; galR3 body fused to GalR1 C-terminus; 360,000 compounds, 0.44% hits; AID 651719; O60755;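 active = inhibition above the screen-wide average plus 3 SD, cut at about 13% in these data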;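 note: forskolin and galanin both at EC90 stimulate the cells; cAMP rise reported by CNG channel membrane potential dye signal; 0% = forskolin plus galanin with DMSO and 100% = forskolin alone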
MEKK3 PB1 HTS = MEKK3-MEK5 PB1 interaction, increase or decrease. Q99759. bead-based flow cytometry, Alexa488-MEK5 binding to MEKK3; actives lie on both sides; 0 = blocked by unlabeled MEK5, 100 = vehicle. binding response (% of control), % at 10 µM. 290,000 compounds, 1.4% hits. AID 1529;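 active = binding response more than 3 SD above or below the average of its plate-row segment, actives on both sides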;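 note: Alexa488 bead fluorescence after subtracting the streptavidin-only scavenger bead signal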
PHOSPHO1 block = PHOSPHO1 (human) inhibition | Q8TCT1 | recombinant PHOSPHO1, absorbance phosphatase assay | inhibition, % at 13.3 µM | 290,000 compounds, 1.1% hits | AID 1565; in the data active = inhibition above about 60%
IDE inh = inhibits human insulin-degrading enzyme in HEK cells; FAbetaB cleavage, fluorescence polarization; inhibition, % at 5.59 µM; 320,000 compounds, 0.41% hits; AID 434962;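 active = percent inhibition above the average of all tested compounds plus 3 SD, set per screening campaign, cut at about 16% in these data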;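 note: IDE supplied by intact live HEK cells; FP after avidin binding of uncleaved biotin substrate so inhibition keeps polarization high; 0% = DMSO wells and 100% = 60 µM reference IDE inhibitor Ii1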
Target sequence (P14735 whole entry, looked up): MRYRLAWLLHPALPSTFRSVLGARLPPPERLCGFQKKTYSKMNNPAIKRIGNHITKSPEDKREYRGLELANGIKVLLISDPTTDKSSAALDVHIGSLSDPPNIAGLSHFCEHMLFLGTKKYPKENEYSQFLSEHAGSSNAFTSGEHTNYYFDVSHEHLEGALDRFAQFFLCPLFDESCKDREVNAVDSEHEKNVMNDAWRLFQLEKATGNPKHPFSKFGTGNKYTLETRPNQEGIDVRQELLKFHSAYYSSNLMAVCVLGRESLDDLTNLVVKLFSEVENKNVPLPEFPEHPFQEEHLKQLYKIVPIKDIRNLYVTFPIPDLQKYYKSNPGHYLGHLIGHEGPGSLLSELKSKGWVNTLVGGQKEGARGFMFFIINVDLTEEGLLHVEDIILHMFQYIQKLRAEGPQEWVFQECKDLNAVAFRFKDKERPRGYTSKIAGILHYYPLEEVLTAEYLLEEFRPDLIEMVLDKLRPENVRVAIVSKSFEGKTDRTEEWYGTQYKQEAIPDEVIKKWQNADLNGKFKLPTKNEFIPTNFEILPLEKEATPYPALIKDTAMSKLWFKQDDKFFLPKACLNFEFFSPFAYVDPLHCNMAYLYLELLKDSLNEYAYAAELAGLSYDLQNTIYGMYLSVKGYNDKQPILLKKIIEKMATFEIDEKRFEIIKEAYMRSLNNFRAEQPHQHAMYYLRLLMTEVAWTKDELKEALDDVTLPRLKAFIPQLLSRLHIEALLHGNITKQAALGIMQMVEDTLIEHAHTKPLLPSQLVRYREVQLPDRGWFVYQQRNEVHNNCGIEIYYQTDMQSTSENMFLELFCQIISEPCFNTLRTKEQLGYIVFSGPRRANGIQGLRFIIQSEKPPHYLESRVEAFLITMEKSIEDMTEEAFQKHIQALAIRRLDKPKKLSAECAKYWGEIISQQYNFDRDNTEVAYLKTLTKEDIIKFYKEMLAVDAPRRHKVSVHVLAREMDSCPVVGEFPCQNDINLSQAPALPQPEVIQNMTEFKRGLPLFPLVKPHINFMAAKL
M4 PAM = potentiates acetylcholine response at human M4 receptor | P08173 | CHO-K1 hM4/Gqi5, Fluo-8 calcium fluorescence, ACh EC20; 0% = ACh EC20, 100% = maximal ACh | activation, % at 3 µM | 360,000 compounds, 0.4% hits | AID 624126;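 active = activation above its plate's cutoff, the mean activation of sample wells plus 3 SD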; note: some results filed as inactive read as strong as hits
p-CIP stab down = compounds decreasing mouse p/CIP protein stability; Q05BA5; 290,000 compounds, 0.01% hits; decrease of EGFP signal, % at 10 µM; AID 1984; F442A p/CIP-EGFP cells, EGFP fluorescence, 16 h;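 active = EGFP signal decrease of at least 30% at 10 µM or well 3 SD below plate mean, unless failing retest; inactive = the rest, including hits failing retest or dose response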; note: some compounds called inactive have numbers as strong as hits; many of its hits are not listed in these tables
IDE act = IDE (human) activation, cell-based | HEK cells, FAbeta-B cleavage, fluorescence polarization; 0% vehicle, 100% cell-free pure enzyme wells | activation, % at 5.96 µM | 340,000 compounds, 0.073% hits | AID 493087;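 active = activation above the mean of all tested compounds plus 3 SD, set per screening campaign, cut at about 17% in these data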
* hit, by the source's call; · = no result given; [ ] = dose if it differs, or a comment.

SMILES	CRFBP-R2 agonist	CRFBP-R2 block	GalR3 antag	MEKK3 PB1 HTS	PHOSPHO1 block	IDE inh	M4 PAM	p-CIP stab down	IDE act
O=C(Nc1nc(-c2ccc([N+](=O)[O-])cc2)cs1)c1c(F)cccc1F	0.4	9.4	-4.8	93.0	-17.9	0.8	-2.7	-6.8	-4.9
CCOc1ccc(/C=N/NC(=O)c2cc(-c3ccco3)nc3ccccc23)cc1	2.9	-6.4	3.9	96.0	-3.9	2.0	17.4	-3.7	-5.5
CC(=O)Oc1ccc(C)cc1N1C(=O)c2ccc(C(=O)O)cc2C1=O	-1.0	1.0	9.6	99.0	14.8	0.5	21.5	-11.4	-3.3
CC(C)Cn1c(N)cc(=O)n(C)c1=O	0.9	0.6	-3.1	96.0	35.8	3.3	-0.6	-2.4	2.7
Cc1ccccc1OCC(=O)NNC=O	0.0	4.7	-5.9	106.0	-10.2	4.9	0.3	15.7	3.7
Cc1n[nH]c2ccc(Br)cc2c1=O	46.4	0.5	-8.0	·	·	·	-1.3	·	·
CCCN(CCC)S(=O)(=O)c1ccc(C(=O)N2CCN(C)CC2)cc1	0.0	3.2	-3.6	104.0	29.0	·	1.5	10.3	6.1
Cc1cc(C(C#N)c2ccccc2F)n2ncnc2n1 (configuration not stated)	0.9	12.0	-3.5	101.0	27.9	6.0	-3.8	-9.5	4.8
COc1cc([N+](=O)[O-])ccc1NC(=O)CCN1C(=O)C2C3CCC(C3)C2C1=O (configuration not stated)	-0.4	13.8	-2.6	98.0	-6.2	0.7	-3.8	-14.2	1.9
COc1ccc(OC)c(C2CC(=O)N3CN(c4ccc(C)c(Cl)c4)CSC3=C2C#N)c1 (configuration not stated)	2.5	-10.1	·	107.0	78.6*	3.9	-0.6	-11.3	-36.2
Cc1cc(C)nc(Nc2n[nH]c(COc3ccc4ccccc4c3)n2)n1	3.8	-26.4	-2.5	105.0	-2.9	-0.5	5.0	-8.2	-2.3
COc1ccccc1C(=O)N1CCN(Cc2ccc3c(c2)OCO3)CC1	-3.2	34.4	-5.9	104.0	-22.0	7.3	0.5	-4.1	-5.3
O=C(NCCCN1CCN(CCCNC(=O)c2cccc(Cl)c2)CC1)c1cccc(Cl)c1	-1.3	9.2	2.1	100.0	-11.7	-3.2	-27.1	-5.2	5.4
Cc1nc2ccccn2c1C(=O)NNS(=O)(=O)c1ccc(C(C)(C)C)cc1	4.8	-22.8	-10.0	104.0	-7.5	-2.0	-1.3	-10.0	-2.0
O=C1OC(c2cccs2)=N/C1=C\c1ccc(-c2ccccc2Cl)o1	3.4	12.2	-4.8	105.0	-3.4	·	10.3	3.9	-0.2
CCC(Oc1ccccc1)C(=O)Nc1cc(C)on1 (configuration not stated)	-1.7	-16.8	·	98.0	26.2	1.8	0.4	-13.3	4.6
CC1(C)Cc2cccc(OCC(=O)N3CCN(S(=O)(=O)c4ccccc4F)CC3)c2O1	-0.6	1.7	-3.6	94.0	18.8	1.5	8.0	-6.8	3.9
O=C(C(=O)N1CCN(c2ccccc2F)CC1)c1cn(CC(=O)N2CCOCC2)c2ccccc12	2.0	-4.6	-7.7	104.0	11.9	1.0	2.9	-14.4	1.9
CC(C)n1cc(/C=C(\C#N)S(=O)(=O)c2ccccc2)c2ccccc21	-0.4	-15.2	-5.8	113.0	24.2	0.3	0.4	-2.7	3.5
COc1ccc(OC)c(C(c2nnnn2C2CCCC2)N2CCN(c3ccccc3F)CC2)c1 (configuration not stated)	-0.8	20.6	-7.7	103.0	5.6	4.8	1.4	-8.9	2.0
CCCCN1CC(C)(C)[C@H](CC(=O)Nc2ccc(Br)cc2)C1=O	-0.8	-1.2	-3.5	·	·	·	-3.4	·	·
CC(Sc1nnnn1-c1ccccc1)C(=O)Nc1ccc(N2CCN(C)CC2)cc1 (configuration not stated)	2.1	-1.8	-0.5	88.0	27.9	1.7	-9.9	-6.8	7.0
COC(=O)CCN(C(=O)c1cc([N+](=O)[O-])cc([N+](=O)[O-])c1)c1ccccn1	-3.5	32.0	-5.2	102.0	12.7	6.9	-3.8	-7.2	2.6
COCCn1c(Cc2ccccc2)nnc1SCC(=O)NC(C)(C)C	-1.0	-1.6	-3.3	99.0	14.4	0.1	19.1	-6.7	8.1
Cc1ccc(-n2c(SCC(=O)N3Cc4ccccc4CC3C(=O)O)nnc2-c2cccnc2)c(C)c1 (configuration not stated)	-0.7	8.6	-0.8	105.0	-1.8	0.6	-4.1	1.4	1.9
The list continues:
SMILES	CRFBP-R2 agonist	CRFBP-R2 block	GalR3 antag	MEKK3 PB1 HTS	PHOSPHO1 block	IDE inh	M4 PAM	p-CIP stab down	IDE act
O=C(Nc1cccc(F)c1)c1cc(S(=O)(=O)N2CCOCC2)cs1	-3.2	0.2	-5.5	97.0	49.0	-2.0	-3.5	-18.1	-0.3
CCO/C=C1/C(=O)N(Cc2ccccc2)C(=O)c2ccccc21	-2.9	14.7	-4.4	101.0	5.9	-1.4	-4.3	-4.3	0.4
O=C(NCc1cccnc1)/C(=C\c1ccc(-c2ccc(Cl)c(Cl)c2)o1)S(=O)(=O)c1ccccc1	0.3	-17.4	5.6	100.0	-39.9	-0.9	-25.6	-13.3	-1.9
Cc1ccc(/C=C2\SC(=S)N(CCCC(=O)Nc3ccccc3C(=O)O)C2=O)cc1	-0.3	17.8	1.5	101.0	30.1	-9.3	-2.0	-9.7	16.5
CC(Nc1nc(Nc2ccc(F)cc2)nc(SCC(N)=O)n1)c1ccccc1 (configuration not stated)	-0.9	-28.9	-2.4	107.0	19.3	-1.2	5.4	-7.2	2.6
Cc1ccc(N(C)/N=C/c2ccc(Cl)cc2Cl)nn1	-3.3	7.9	-10.2	102.0	34.0	-3.7	8.3	-3.6	0.6
CCCCC1(CC(=O)OCC)C(=O)N(c2ccccc2)N(c2ccccc2)C1=O	3.1	7.8	-2.6	102.0	-10.5	-1.7	9.9	-3.7	2.7
COc1ccc(S(=O)(=O)NCc2ccc(C(=O)NCc3cccnc3)cc2)cc1	·	·	0.0	112.0	31.7	-0.7	·	-5.3	·
CC(=O)c1ccc(OCCCC(=O)NC(C)c2ccc(S(N)(=O)=O)cc2)cc1 (configuration not stated)	-2.9	0.7	0.5	104.0	5.6	-4.6	-8.9	7.8	2.1
CCOc1ccc(CNc2ccc3c(c2)ncn3C)cc1	-0.3	10.0	-3.6	·	-10.5	1.0	-0.9	-3.2	-0.6
NNc1ncnc2scc(-c3ccc(Cl)cc3)c12	-4.8	28.2	-3.7	98.0	-6.9	1.8	0.1	-4.4	1.1
Fc1ccc(-n2cc(-c3ccccc3)[n+]3c2SCC3)cc1	0.1	-4.0	-2.0	94.0	42.8	3.7	-15.5	-14.5	-0.9
COc1ccccc1NC(=O)Cn1c(=O)sc2ccccc21	-0.6	14.3	1.7	104.0	5.4	-1.4	7.3	-1.1	0.3
O=C(C1CCCCC1)N1CCC(c2nc3c(nnn3Cc3c(F)cccc3Cl)c(=O)[nH]2)CC1	0.3	-5.5	3.1	106.0	-3.3	8.0	15.5	16.3	0.9
CCN1C(=O)[C@H]2[C@@H](c3ccc(OC)cc3)N[C@]3(CCCN(Cc4ccco4)C3=O)[C@H]2C1=O	-2.3	10.4	-6.9	·	·	·	6.2	·	·
CC(=O)Nc1ccc(S(=O)(=O)N(Cc2ccccc2)c2ccccc2F)cc1	-2.0	9.0	-0.1	96.0	12.9	2.3	-1.3	4.2	-0.8
CS(=O)(=O)N(CC(=O)NCC1CCCO1)c1cccc(Cl)c1 (configuration not stated)	-1.9	5.5	10.8	102.0	-1.1	4.7	4.2	-10.0	-0.4
COCc1nnc(NS(=O)(=O)c2ccc(C)cc2)s1	0.7	6.4	-5.0	0.0*[inhibitor]	-6.6	2.1	-3.5	-11.8	0.3
CCCc1ccc(Oc2cc(Cl)nc(N)n2)cc1	-1.8	5.8	-2.8	92.0	-1.1	-2.2	-2.8	-6.2	4.2
Cc1cccc(C)c1NC1=NC2(CCCCC2)N=C(N)N1	0.8	-9.6	-2.0	88.0	21.0	0.4	-1.6	-15.0	6.2
COC(=O)c1cccc(C23CC4(C2)[C@H](CN(C)[C@@H]4c2ccccc2)C3c2ccc(C(F)(F)F)cc2)c1 (some centres not stated)	0.8	5.7	-4.7	107.0	4.5	2.0	-3.0	31.8	6.2
CNC(=O)C1(C)C=CC2(CCCCC2)N1C(=O)OC (configuration not stated)	-0.8	-2.4	-0.1	106.0	·	5.1	7.9	·	-2.4
CC(=O)c1cnn(-c2ccc(Cl)cc2)c1C	-0.4	3.7	-2.1	103.0	37.4	2.1	2.2	-10.6	8.6

12 compounds from above, ordered by heavy-atom count, low to high:
SMILES	CRFBP-R2 agonist	CRFBP-R2 block	GalR3 antag	MEKK3 PB1 HTS	PHOSPHO1 block	IDE inh	M4 PAM	p-CIP stab down	IDE act
Cc1ccccc1OCC(=O)NNC=O	0.0	4.7	-5.9	106.0	-10.2	4.9	0.3	15.7	3.7
COCc1nnc(NS(=O)(=O)c2ccc(C)cc2)s1	0.7	6.4	-5.0	0.0*[inhibitor]	-6.6	2.1	-3.5	-11.8	0.3
CCOc1ccc(CNc2ccc3c(c2)ncn3C)cc1	-0.3	10.0	-3.6	·	-10.5	1.0	-0.9	-3.2	-0.6
CS(=O)(=O)N(CC(=O)NCC1CCCO1)c1cccc(Cl)c1 (configuration not stated)	-1.9	5.5	10.8	102.0	-1.1	4.7	4.2	-10.0	-0.4
CCCCN1CC(C)(C)[C@H](CC(=O)Nc2ccc(Br)cc2)C1=O	-0.8	-1.2	-3.5	·	·	·	-3.4	·	·
Cc1cc(C)nc(Nc2n[nH]c(COc3ccc4ccccc4c3)n2)n1	3.8	-26.4	-2.5	105.0	-2.9	-0.5	5.0	-8.2	-2.3
Cc1nc2ccccn2c1C(=O)NNS(=O)(=O)c1ccc(C(C)(C)C)cc1	4.8	-22.8	-10.0	104.0	-7.5	-2.0	-1.3	-10.0	-2.0
CC(=O)c1ccc(OCCCC(=O)NC(C)c2ccc(S(N)(=O)=O)cc2)cc1 (configuration not stated)	-2.9	0.7	0.5	104.0	5.6	-4.6	-8.9	7.8	2.1
Cc1ccc(/C=C2\SC(=S)N(CCCC(=O)Nc3ccccc3C(=O)O)C2=O)cc1	-0.3	17.8	1.5	101.0	30.1	-9.3	-2.0	-9.7	16.5
COc1ccc(OC)c(C2CC(=O)N3CN(c4ccc(C)c(Cl)c4)CSC3=C2C#N)c1 (configuration not stated)	2.5	-10.1	·	107.0	78.6*	3.9	-0.6	-11.3	-36.2
O=C(NCc1cccnc1)/C(=C\c1ccc(-c2ccc(Cl)c(Cl)c2)o1)S(=O)(=O)c1ccccc1	0.3	-17.4	5.6	100.0	-39.9	-0.9	-25.6	-13.3	-1.9
Cc1ccc(-n2c(SCC(=O)N3Cc4ccccc4CC3C(=O)O)nnc2-c2cccnc2)c(C)c1 (configuration not stated)	-0.7	8.6	-0.8	105.0	-1.8	0.6	-4.1	1.4	1.9

Screening results (PubChem BioAssay)
